# Source: PubChem BioAssay
# Mot1-301 SUMO – SUMOylation pathway inhibition by Mot1-301 growth rescue; S. cerevisiae Mot1-301 growth rescue, ATP luminescence, 38.5C; percent above DMSO median, 100 means doubled; growth rescue, % at 18.8 µM; actives 1% (n = 320,000); AID 2716;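 active means every valid replicate shows activation above 250% relative to neutral control wells; inactive means the rest, any valid replicate at or below 250%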;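 further: OY570 slx delta 5 strain wells were the positive control but not used for scaling; some compounds called inactive have numbers as strong as hits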
# Arr AP2 block – inhibitors of human beta-arrestin and AP2 interaction | FITC-arrestin peptide / GST-AP2 beads, flow cytometry; AP2 beta2 appendage carries R879A mutation | inhibition, % at 10 µM | actives 0.31% (n = 340,000) | AID 504490;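 active means inhibition above a set limit, near 3 SD of compounds lacking own fluorescence, cut at about 54% in these data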;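 further: plate controls were DMSO wells for no effect and 5 µM unlabelled arrestin peptide for full effect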
#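 System: GST-AP2 R879A glutathione beads | Also added: FITC-arrestin peptide, 50 nM | Times: 12 min plus 1 h, RT | Signal: Bead flow cytometry, FITC channel | Buffer or medium: PBS with 0.05% Tween 20 and 0.1% BSA | Read-out basis: Percent drop in bead-associated FITC signal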
# PKA-R2B activ – PKA-R2B complex activation | PKA-R2B holoenzyme dissociation, Cy5-IP20 fluorescence polarization; R2B truncated from residue 108, S112A mutant; 0% DMSO only, 100% 113 µM cGMP | activation, % at 11.4 µM | actives 0.079% (n = 340,000);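 active means activation above a cutoff set at the mean over all compounds plus 3 SD, cut at about 18% in these data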;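 further: higher means more holoenzyme dissociation and a rise in polarization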
# NSD2 HMT inh – NSD2 (human) methyltransferase inhibition. NSD2 peptide methylation, AlphaScreen, 120 min. O96028. AID 743445. inhibition, % at 12.5 µM. actives 0.54% (n = 310,000); in the data active means inhibition above about 50%
# PKA-R1A act – activates the PKA-R1A holoenzyme complex | activation, % at 11.4 µM | AID 504707 | P00514+P68181 | actives 0.083% (n = 340,000) | PKA-R1A dissociation, Cy5-IP20 fluorescence polarization; scaled: DMSO 0%, 113 µM cGMP 100%;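 active means percent activation above the mean of all tested compounds plus 3 SD, cut at about 19% in these data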;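 further: higher means more PKAc released from R1A so a rise in polarization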
# Pemphigus Ab inh – blocks pemphigus antibody binding to human desmoglein-3; binding (percent of control), % at 10 µM; actives 0.48% (n = 310,000); DSG3-coupled beads, scFv-anti-DSG3-GFP binding, flow cytometry; active compounds read low; P32926; AID 588358;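 active means binding more than 3 SD below its plate's average and above zero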;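 further: hits lower antibody fragment binding to DSG3; some compounds called inactive have numbers as strong as hits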
# Target sequence (P32926 whole entry, looked up, the tested form may be a part): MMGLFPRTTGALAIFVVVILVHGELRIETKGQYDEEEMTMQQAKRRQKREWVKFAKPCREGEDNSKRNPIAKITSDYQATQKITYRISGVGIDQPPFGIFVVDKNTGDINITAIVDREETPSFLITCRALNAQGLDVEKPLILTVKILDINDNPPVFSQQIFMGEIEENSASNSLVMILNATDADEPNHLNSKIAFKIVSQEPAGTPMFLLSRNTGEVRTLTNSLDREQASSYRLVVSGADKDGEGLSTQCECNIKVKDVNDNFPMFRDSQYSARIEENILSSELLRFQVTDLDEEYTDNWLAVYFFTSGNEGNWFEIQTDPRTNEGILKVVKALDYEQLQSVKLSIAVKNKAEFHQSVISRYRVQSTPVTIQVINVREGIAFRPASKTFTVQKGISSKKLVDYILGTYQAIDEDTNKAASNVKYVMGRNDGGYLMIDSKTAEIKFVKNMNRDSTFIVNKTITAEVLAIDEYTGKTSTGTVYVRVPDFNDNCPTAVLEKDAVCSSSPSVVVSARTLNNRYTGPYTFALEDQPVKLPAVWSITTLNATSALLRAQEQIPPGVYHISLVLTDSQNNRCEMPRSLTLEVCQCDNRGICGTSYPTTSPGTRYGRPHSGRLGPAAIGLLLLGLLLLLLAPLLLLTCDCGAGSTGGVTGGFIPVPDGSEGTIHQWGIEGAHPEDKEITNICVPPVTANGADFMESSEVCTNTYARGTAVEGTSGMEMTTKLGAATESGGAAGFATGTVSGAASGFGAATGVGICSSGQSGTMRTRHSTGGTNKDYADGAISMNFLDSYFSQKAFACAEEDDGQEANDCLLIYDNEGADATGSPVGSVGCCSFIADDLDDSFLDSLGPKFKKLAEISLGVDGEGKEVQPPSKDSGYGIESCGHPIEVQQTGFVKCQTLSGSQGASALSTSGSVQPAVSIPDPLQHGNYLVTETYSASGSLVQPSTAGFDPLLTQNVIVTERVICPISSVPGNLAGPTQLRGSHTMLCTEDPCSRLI
# An asterisk follows results filed as active; / = not tested or not shown. An excerpt, so the mix of outcomes need not match the whole.
SMILES,Mot1-301 SUMO,Arr AP2 block,PKA-R2B activ,NSD2 HMT inh,PKA-R1A act,Pemphigus Ab inh
C[C@@H]1CN([C@H](C)CO)C(=O)CCCn2cc(nn2)CO[C@H]1CN(C)C(=O)Oc1ccc2ccccc2c1,/,/,-4.0,/,1.6,106.8
O=C(NCC1=C(c2ccc3ccccc3c2)C[C@@H]2CC[C@H]1N2Cc1ccco1)c1cccs1,/,/,-8.6,/,8.2,102.7
Cc1ncoc1C(=O)NCC1=C(c2ccc(S(C)(=O)=O)cc2)C[C@@H]2CC[C@H]1N2CCOc1ccccc1,/,/,-8.1,/,-2.1,112.4
COC(=O)C1=C(c2ccc(OCc3ccccc3)cc2)C[C@@H]2CC[C@H]1N2C(=O)NCc1ccc2c(c1)OCO2,/,/,-2.1,/,-7.7,111.7
CS(=O)(=O)c1ccc(C2=C(CNC(=O)c3nccs3)[C@H]3CC[C@@H](C2)N3Cc2ccccc2)cc1,/,/,10.4,/,-2.7,105.5
O=S(=O)(c1ccccc1)N1Cc2ccccc2-n2nncc2C1,/,/,5.6,/,0.4,97.6
c1ccc(-c2ccc(CN3Cc4ccccc4-n4nncc4C3)cc2)cc1,/,/,-11.6,/,-11.2,100.2
Cc1ncoc1C(=O)NCC1=C(c2cccc3ccccc23)C[C@@H]2CC[C@H]1N2Cc1ccco1,/,/,-7.9,/,-13.1,108.2
COC(=O)C1=C(c2ccc(OCc3ccccc3)cc2)C[C@@H]2CC[C@H]1N2C(=O)NCCc1ccc(F)cc1,/,/,-8.1,/,-1.5,99.3
COC(=O)C1=C(c2ccc(OCc3ccccc3)cc2)C[C@@H]2CC[C@H]1N2C(=O)NCc1ccc(C(C)(C)C)cc1,/,/,1.0,/,-13.7,110.3
O=C(Nc1ccc(F)cc1)N1Cc2ccccc2-n2nncc2C1,/,/,-7.8,/,-1.6,104.7
O=C(O)CNC1c2ccccc2CSc2ccccc21 (configuration not stated),-2.5,9.3,/,1.2,/,94.6
Cc1cc(C)c2c(ccc3cccc[n+]32)c1,-5.7,14.9,/,2.9,/,111.8
Cc1ccc(C)c(-n2c(C)nc3ccccc3c2=O)c1,167.3,4.4,/,-0.3,/,102.6
O=C(/C=C/c1ccc2c(c1)OCO2)c1c(O)n(CCc2ccccc2)c(=O)[nH]c1=O,2.1,-9.5,/,1.7,/,104.9
CCC(C(=O)Nc1ccc(Cl)cc1)N1CCCC1=O (configuration not stated),-4.4,7.2,/,-1.9,/,106.5
COc1ccc(N2C(=O)NC(=O)/C(=C/c3ccc([N+](=O)[O-])s3)C2=O)cc1,31.0,4.1,/,31.6,/,101.5
Cn1c(O)c(/C=N/NC(=O)c2ccncc2)c(=O)[nH]c1=S,-22.5,-2.6,/,-2.1,/,104.9
CCOc1ccc(N=Cc2c(O)n(-c3ccc(C)c(C)c3)c(=O)[nH]c2=O)cc1,-3.5,-0.4,/,0.5,/,104.0
CCCCC(=O)N/N=C/c1c(O)n(CCc2ccccc2)c(=O)[nH]c1=O,-17.4,13.3,/,2.5,/,92.3
Cc1cccc(NC2=NCCCS2)c1,2.8,27.6,/,0.3,/,98.9
COc1ccc(-n2c(O)c(C(C)=Nc3ccc4c(c3)CCC4)c(=O)[nH]c2=O)cc1,-1.8,10.2,/,-0.5,/,106.2
O=C1NC(=O)N(Cc2ccco2)C(=O)/C1=C\c1ccc(-c2ccc(F)cc2)o1,11.3,17.4,/,20.8,/,90.3
CCC(=NCc1cccnc1)c1c(O)n(-c2ccccc2)c(=O)[nH]c1=O,-12.6,-3.5,/,0.7,/,110.4

# Record cards, as listed above.
# CS(=O)(=O)c1ccc(C2=C(CNC(=O)c3nccs3)[C@H]3CC[C@@H](C2)N3Cc2ccccc2)cc1 is listed with Mot1-301 SUMO = /; Arr AP2 block = /; PKA-R2B activ = 10.4; NSD2 HMT inh = /; PKA-R1A act = -2.7; Pemphigus Ab inh = 105.5
# O=C1NC(=O)N(Cc2ccco2)C(=O)/C1=C\c1ccc(-c2ccc(F)cc2)o1 is listed with Mot1-301 SUMO = 11.3; Arr AP2 block = 17.4; PKA-R2B activ = /; NSD2 HMT inh = 20.8; PKA-R1A act = /; Pemphigus Ab inh = 90.3

# Next part.
SMILES,Mot1-301 SUMO,Arr AP2 block,PKA-R2B activ,NSD2 HMT inh,PKA-R1A act,Pemphigus Ab inh
COCCCn1c(N)c(C(=O)Nc2ccccc2)c2nc3ccccc3nc21,15.6,-0.7,/,30.4,/,102.6
O=C1NC(=O)C(C2CCOC2=O)N1 (configuration not stated),/,/,3.9,0.6,-7.0,115.6
CCN1/C(=C/C=C/C2=[N+](CC)c3ccccc3C2(C)C)C(C)(C)c2ccccc21,/,/,-12.4,55.0*,0.6,114.0
Cc1cc(C(=O)OC(C)C(=O)Nc2ccccc2)c(C)n1C1CC1 (configuration not stated),/,/,3.6,14.7,-7.2,98.1
O=C1CCC2(O)C3Cc4ccc(O)c5c4C2(CCN3Cc2ccoc2)C1O5 (configuration not stated),/,/,-2.9,3.6,6.6,109.9
NC(Cc1ccccc1Cl)c1nn[nH]n1 (configuration not stated),/,/,0.0,-8.4,-2.9,101.2
CC(=O)C1CCC2C3CCC4CC(O)CCC4(C)C3CCC12C#N (configuration not stated),/,/,-6.4,-3.2,3.0,105.7
NC1CC2CCCCC2CC1(O)c1ccccc1 (configuration not stated),/,/,4.4,-5.6,5.1,104.7
CC=CC(C)=CC(C)C(=O)CC(O)CC1CC(=O)NC(=O)C1 (configuration not stated),/,/,-0.5,-2.0,-2.9,98.7
Clc1cccc(NC2=NCCS2)c1,/,/,-6.3,1.3,12.0,107.1
Cc1nc2ccccc2c(=O)n1-c1c(Cl)cccc1Cl,/,/,3.6,-0.2,-1.7,99.9
COc1ccc(CCNC2(C#N)CCCCC2)cc1OC,/,/,4.3,-0.9,-3.6,106.6
COC(=O)c1cn(Cc2ccc(F)cc2)c2ccccc12,/,/,-4.5,-2.7,8.1,101.3
CCCCOC1OCN(C2CCCCC2)CC1(C)C (configuration not stated),/,/,-1.3,0.5,-4.3,108.7
CC(C)N=C(NC(C)C)N1CC1,/,/,-5.3,-4.7,-8.0,107.6
Cc1nn(CC(C)C)c(Cl)c1C(=O)NC1CCCC1,/,/,1.7,-2.5,3.6,95.5
COc1ccc(C(=O)CC(c2ccc3c(c2)OCO3)c2c(O)c3ccccc3oc2=O)cc1OC (configuration not stated),/,/,4.3,6.2,-4.9,102.7
O=[N+]([O-])c1ccc(N2CCOCC2)c2c1no[n+]2[O-],/,/,-1.4,3.5,-4.6,103.3

# Gathered by group: the compounds so far with four or more nitrogen atoms.
SMILES,Mot1-301 SUMO,Arr AP2 block,PKA-R2B activ,NSD2 HMT inh,PKA-R1A act,Pemphigus Ab inh
C[C@@H]1CN([C@H](C)CO)C(=O)CCCn2cc(nn2)CO[C@H]1CN(C)C(=O)Oc1ccc2ccccc2c1,/,/,-4.0,/,1.6,106.8
O=S(=O)(c1ccccc1)N1Cc2ccccc2-n2nncc2C1,/,/,5.6,/,0.4,97.6
c1ccc(-c2ccc(CN3Cc4ccccc4-n4nncc4C3)cc2)cc1,/,/,-11.6,/,-11.2,100.2
O=C(Nc1ccc(F)cc1)N1Cc2ccccc2-n2nncc2C1,/,/,-7.8,/,-1.6,104.7
Cn1c(O)c(/C=N/NC(=O)c2ccncc2)c(=O)[nH]c1=S,-22.5,-2.6,/,-2.1,/,104.9
CCCCC(=O)N/N=C/c1c(O)n(CCc2ccccc2)c(=O)[nH]c1=O,-17.4,13.3,/,2.5,/,92.3
CCC(=NCc1cccnc1)c1c(O)n(-c2ccccc2)c(=O)[nH]c1=O,-12.6,-3.5,/,0.7,/,110.4
COCCCn1c(N)c(C(=O)Nc2ccccc2)c2nc3ccccc3nc21,15.6,-0.7,/,30.4,/,102.6
NC(Cc1ccccc1Cl)c1nn[nH]n1 (configuration not stated),/,/,0.0,-8.4,-2.9,101.2
O=[N+]([O-])c1ccc(N2CCOCC2)c2c1no[n+]2[O-],/,/,-1.4,3.5,-4.6,103.3
